# TAG inh – inhibitors of triacylglycerol accumulation, primary screen, cell-based, uHTS, fluorescence, H9c2. H9c2 cells, Nile Red lipid (TAG) fluorescence; cells loaded with 200 µM oleic acid. inhibition, % at 12.5 µM. 230,000 compounds, 0.66% hits;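 active = pattern-corrected inhibition of lipid staining of at least 50% with the nuclear-stain viability signal not falling by more than 50%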;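 also: 0% = DMSO wells and 100% = triacsin C control wells; some results filed as inactive read as strong as hits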
# TAG inh DAPI viability – also measured in TAG inh; calls as there; DAPI nuclei signal change (viability), lower = more cytotoxic, %;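 whole-well DAPI fluorescence read on a plate reader as a viability signal; minus 50 percent equals half of cells still viable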
# * marks the source's active call; other numbers are inactive results; & = joins results of further samples.
structure	TAG inh	TAG inh DAPI viability
CCOc1ccc2oc(C(=O)NN3C(C)CCCC3C)c(C)c2c1 (configuration not stated)	3	15
C[N+]1(C)[C@@H]2CC(OC(=O)[C@H](CO)c3ccccc3)C[C@H]1[C@@H]1O[C@@H]12 (some centres not stated)	-25&5	-9&-6
N#Cc1ccc(C(=O)N2Cc3cnnn3-c3ccccc3C2C#N)cc1 (configuration not stated)	-6	3
CC(N)C(=O)OC(C)(C)Cc1ccc(Cl)cc1 (configuration not stated)	6	4
C=C(COC(C)=O)CC1CC(O)[C@]2(C)OC3CC4OC5C[C@]6(C)O[C@]7(C)CCC8OC9C[C@]%10(C)OC%11C(C)=CC(=O)OC%11CC%10OC9C[C@@H](C)C8OC7CC6O[C@]5(C)C/C=C\C4OC3CC2O1 (some centres not stated)	8	-4
CN1C(=O)C2C[C@@]3(Br)c4ccccc4N(OOSc4ccccc4)[C@H]3N2C(=O)[C@@H]1Cc1ccccc1 (some centres not stated)	-20	-1
COc1ccccc1-n1c(Cc2ccccc2)nc2ccccc2c1=O	0	-5
C#C[C@]1(O)CCC2C3CC=C4C[C@H](O)CC[C@]4(C)C3CC[C@@]21C (some centres not stated)	-11	-4
CN(C)C(Cc1ccccc1)C(=O)c1ccccc1 (configuration not stated)	15	-10
Cc1ccc(OC(=O)N(C)C[C@H]2OCc3cnnn3CCCC(=O)N([C@@H](C)CO)C[C@H]2C)cc1	0	-3
Cn1c2ccccc2c2c(C(=O)N3CCC4(CC3)OCCO4)cn(C3CCCCC3)c(=O)c21	14	4
Cc1cc2c(cc1C)NP(=S)(c1ccccc1)N2	26	2
Oc1ccc2c3c1O[C@H]1c4[nH]c5ccccc5c4C[C@@]4(O)[C@@H](C2)N(CC2CC2)CC[C@]314	14	0
CCOC(=O)c1cncn1[C@@H](C)c1ccccc1	-4	5
CN1C(=O)C(=Cc2cccnc2)C(=O)N(C)C1=O	3	1
O=C(c1ccc(Cl)cc1)C12CN3CN(CN(C3)C1)C2	3	3
CCCCn1c(NC(=O)c2ccc(Br)o2)c(C(=O)OCC)c2nc3ccccc3nc21	19	50
Cc1ccc(C(=O)O)cc1N=Nc1c(O)[nH]c(=O)[nH]c1=O	2	-2
CC(C)(C)C(=O)Cn1c(NCCCl)nc2ccccc21	4	-5
CC(C)C/C(=N/O)c1c[nH]c2ccccc12	-6	-2
Cn1c(O)c(/C=N/NC(=O)c2ccncc2)c(=O)n(C)c1=S	6	6
NP(=O)(Oc1ccccc1)Oc1ccccc1	-40	2
C[C@]1(O)CCC2C3CC[C@H]4C[C@@H](OC(=O)[C@@H](N)CCCCN)CC[C@]4(C)C3CC[C@@]21C (some centres not stated)	-2	14
Cc1ccc(-n2nc(C)c3c2NC(=O)CSC3c2ccc3c(c2)OCO3)cc1 (configuration not stated)	-267	6
O=C(O)Cn1cc(C(=O)c2ccccc2F)c2ccccc21	1	-4
CC(C)(C)c1nc(NCc2ccc3c(c2)OCO3)c2nnn(Cc3ccccc3Cl)c2n1	34	3
O=C(CCN1CC1)OCCOC(=O)CCN1CC1	13	-8
CCCCN1C(=O)NC(=O)C2(Cc3cc(C)ccc3N(C)C2)C1=O (configuration not stated)	-4	7
OCCN1C2CCC1CC(O)(c1ccc(F)cc1)C2 (configuration not stated)	-11	5
Cc1ccccc1OP(N)(=O)Oc1ccccc1C	-27	3
COC(=O)C1=C(c2ccc(-c3ccccc3)c(F)c2)C[C@@H]2CC[C@H]1N2C(=O)N1CCCC1	-58	13
Cc1c(N=Nc2c(O)n(-c3ccc(Br)cc3)c(=O)[nH]c2=O)c(=O)n(-c2ccccc2)n1C	4	9
C=CC[N+]1(C)CC[C@]23c4c5ccc(O)c4O[C@H]2C(=O)CC[C@@]3(O)[C@H]1C5 (some centres not stated)	6	-11
COC(=O)C1=C(c2ccc(F)cc2OCc2ccccc2)C[C@@H]2CC[C@H]1N2C(=O)NC1Cc2ccccc2C1	12	-8
O=C(c1ccc2c(c1)OCO2)C1CCCN(Cc2ccccn2)C1 (configuration not stated)	12	-13
Cc1cccc(N2C(=O)/C(=C/N3CCN(C(=O)c4ccco4)CC3)C(=O)NC2=S)c1	4	1
CCOC(=O)[C@@H]1[C@H]2COc3ccc(Br)cc3[C@@H]2N2C(=O)N(c3cccc(C)c3)C(=O)[C@]12C	2	-4
CC(=NCCCN1CCOCC1)c1c(O)n(-c2ccccc2C)c(=O)[nH]c1=O	-9	1
Cc1cc(OC(=O)c2ccco2)c2c3c(c(=O)oc2c1)CCCC3	-2	18
O=C(Cn1nc(-c2ccccc2)ccc1=O)N1CCC2(CC1)OCCO2	-4	-4
CC(C)C[C@H]1C(=O)N2CCCC2[C@]2(O)O[C@](NC(=O)[C@@H]3C=C4c5cccc6[nH]cc(c56)CC4N(C)C3)(C(C)C)C(=O)N12 (some centres not stated)	2	9
CC1(C)CC(=O)CC(C)(C)N1O	-1	0
O[C@@H]1CCCC[C@H]1N1CCC(c2ccccc2)CC1	17	-14
COC(=O)C1=C(c2cccc(OCc3ccccc3)c2)C[C@@H]2CC[C@H]1N2C(=O)NCc1ccccc1	-18	-1
CCOC(=O)C(NC(=O)C(Cc1ccc(N(CCCl)CCCl)cc1)NC(C)=O)C(C)C (configuration not stated)	2	-6
COC(=NC1CCCC1)C(O)c1c[nH]c2ccccc12 (configuration not stated)	-16	9
Nc1ccccc1C(=O)OCCOc1ccccc1	-11	5
COc1cc(C2c3cc4c(c(O)c3CC3COC(=O)C32)OCO4)cc(OC)c1OC (configuration not stated)	38	-28
O=C1CN=C(c2ccc(Cl)cc2)c2oc3ccccc3c2N1	10	-5
c1ccc2c(c1)CN(Cc1ccc3c(c1)OCO3)Cc1cnnn1-2	3	-1
NP(=O)(OCC(F)(F)F)Oc1ccccc1 (configuration not stated)	-52	7
O=C(C1CCCCC1)N1Cc2ccccc2-n2nncc2C1	4	-8
Nc1ccccc1C(=O)c1ccccc1	2	2
NC(=O)c1ccc(OCCC(O)N2CC=C(c3ccc(F)cc3)CC2)cc1 (configuration not stated)	2	-1
COC(=O)C1=C(c2cc3ccccc3o2)C[C@@H]2CC[C@H]1N2C(=O)NCc1ccc(F)cc1	2	-6
Cc1nc2ccccc2c(=O)n1/N=C/c1cc(Br)cc(Br)c1O	5	-2
O=c1c2ccccc2nc(-c2ccccc2)n1-c1cccc(O)c1	-19	-6
C[C@H]1CC[C@@]2(C)[C@@H](CC[C@@H]3[C@@H]2CC[C@]2(C)[C@@H](O)CC[C@@H]32)C1	-15	11
Cc1cc(=O)[nH]c(SCc2nc3ccccc3c(=O)n2-c2ccccc2C)n1	6	-5
COc1cccc(-n2c(C)nc3ccccc3c2=O)c1	-6	7

# Complete entries from above. Order of values: TAG inh, TAG inh DAPI viability
# COC(=O)C1=C(c2cc3ccccc3o2)C[C@@H]2CC[C@H]1N2C(=O)NCc1ccc(F)cc1 as listed: 2, -6
# C[C@H]1CC[C@@]2(C)[C@@H](CC[C@@H]3[C@@H]2CC[C@]2(C)[C@@H](O)CC[C@@H]32)C1 as listed: -15, 11

# Further structures
structure	TAG inh	TAG inh DAPI viability
CC1(C)NC(=S)C(C)(C)N1N=O	-6	8
CNC(=O)Oc1c(C)[nH]ccc1=O	-1	2
c1ccc(-c2cc(-c3ccccc3)[n+](-c3ccccc3)c(-c3ccccc3)c2)cc1	40	-17
COc1cc2c(cc1OC)C13CCN4C=C5CCOC6CC(=O)N2C1C6C5CC43 (configuration not stated)	-2	-9
C#CCOc1cc(C2C3=C(COC3=O)Nc3cc4c(cc32)OCO4)ccc1OC (configuration not stated)	41	-24
CCOc1ccc(C2CC(c3c(O)n(C)c(=O)n(C)c3=O)=NN2)cc1 (configuration not stated)	3	3
O=C1CN=C(c2ccc(F)cc2)c2oc3ccccc3c2N1	-21	-6
CCc1ccc(CN2CCN(Cc3cc(Br)ccc3O)CC2)cc1	-4	6
CCOc1cccc(=NC2CCCCC2)c2c(C)[nH]c(C)c12	23	-10
Cc1ccc(C2N(c3cc(C)on3)C(=O)C3CCCN32)cc1 (configuration not stated)	-11	6
Clc1cccc(N2CCNCC2)n1	2	10
COC(=O)C1=C(c2cccc(Cl)c2)C[C@@H]2CC[C@H]1N2C(=O)N1CCCC1	-51	9
CC1CCCN1CCC(C(N)=O)(c1ccccc1)c1ccccc1 (configuration not stated)	1	3
CC(C)c1c(CN(C)C(C)Cc2ccccc2)n(C)n(-c2ccccc2)c1=O (configuration not stated)	-22	-9
CCC(=NCCCn1ccnc1)c1c(O)n(-c2ccccc2)c(=O)[nH]c1=O	13	-11
c1cc2c(cc1N1CCCCC1)C1CC2CCN1 (configuration not stated)	-3	17
Cc1c(N=Cc2c(O)n(C)c(=O)[nH]c2=O)c(=O)n(-c2ccccc2)n1C	-7	0
O=C1NC(=O)C(Cc2ccccc2)C(=O)N1	8	6
O=C(CN1CCN(C(=O)COc2cccc(F)c2)CC1)Nc1ccc(Cl)c(C(F)(F)F)c1	17	6
O=C1CC=C2C3CC4N(CCC45c4cc(O)c(O)cc4N1C25)CC3=CCBr (configuration not stated)	-9	-6
CCCN1CCO[C@@H]2c3cc(O)ccc3OC[C@H]21	3	1
COc1ccc(C(=O)C2CCCN(Cc3ccc(C)s3)C2)c(OC)c1 (configuration not stated)	-19	12
CC1CCCC(NC(=O)COC(=O)c2cn(C)c3ccccc23)C1C (configuration not stated)	10	0
C#C[C@]1(O)CC[C@H]2[C@@H]3[C@H](O)C[C@H]4C[C@@H](O)CC[C@]4(C)[C@H]3CC[C@@]21C	12	-21
COc1ccccc1Cn1c(SCC#N)nc2cc(C(=O)N3CCC4(CC3)OCCO4)ccc2c1=O	-2	-14
COc1ccc(C2SCC(=O)Nc3c2c(C)nn3C2CCOC(C)(C)C2)cc1 (configuration not stated)	-17	9
CCC(=NCCCN(C)C)c1c(O)n(-c2ccc(OC)cc2)c(=O)[nH]c1=O	9	-5
C=CCn1c(O)c(C=NCCN(C)C)c(=O)[nH]c1=O	16	-3
CN(C)P(=O)(N(C)C)N1CC1	-8	2
C[C@]12CC[C@@H](O)CC1=CCC1C2CC[C@@]2(C)C1CC[C@@H]2N (some centres not stated)	-6	4
c1cc2c(cc1NC1=NCCO1)CCCC2	18	-7
CCC(=NCc1ccco1)c1c(O)n(C2CCCCC2)c(=O)[nH]c1=O	4	0
CCN(CC)CCNC(=O)c1c(O)c2ccccc2n(Cc2ccccc2)c1=O	0	23
CC(C)NP(=O)(NC(C)C)OP(=O)(NC(C)C)NC(C)C	-2	2
O=C1NC(=O)C(=CCc2ccccc2)C(=O)N1	15	-6
O=c1[nH]c(=S)n(Cc2ccco2)c(O)c1C=NCc1cccs1	-18	0
Cc1ccc(N=Cc2c(O)n(-c3ccc(C)cc3)c(=O)[nH]c2=O)cc1	-7	2
COC(=O)CSC1=NN1c1cc(C)nc(N)n1	5	9
Cc1cccc(CS(=O)(=O)Cc2ccc(C(=O)N3CCC4(CC3)OCCO4)o2)c1	10	4
O=c1[nH]c(=O)n(Cc2ccc(F)cc2)c(O)c1C=NCCCN1CCOCC1	-9	18
Cc1cccc(C(O)(C(=O)O)c2ccccc2)c1 (configuration not stated)	-6	-1
Cc1ccc(C[n+]2c(-c3ccc(C)cc3)cc(-c3ccc(C)cc3)cc2-c2ccc(C)cc2)cc1	12	9
Cc1cc(/C=C2/C(=O)NC(=O)N(c3ccc(Br)cc3)C2=O)c(C)n1C	11	-3
c1ccc2c(N3CCNCC3)nsc2c1	9	2
Cc1ccsc1C(=O)C1CCCN(Cc2c(C)nn(C(C)C)c2C)C1 (configuration not stated)	-22	12
CC(=O)c1cn(Cc2ccccc2C#N)c2ccccc12	-36	-20
CCCCSP1(=S)NCCCO1 (configuration not stated)	2	3
COC(=O)C1=C(c2ccc(OC(F)(F)F)cc2)C[C@@H]2CC[C@H]1N2C(=O)NC1CC1	-1	9
COC(=O)C1=C(c2cc3ccccc3o2)C[C@@H]2CC[C@H]1N2C(=O)N1CCC(O)CC1	-6	-5

# In the list so far, 16 contain sulfur:
structure	TAG inh	TAG inh DAPI viability
CN1C(=O)C2C[C@@]3(Br)c4ccccc4N(OOSc4ccccc4)[C@H]3N2C(=O)[C@@H]1Cc1ccccc1 (some centres not stated)	-20	-1
Cc1cc2c(cc1C)NP(=S)(c1ccccc1)N2	26	2
Cn1c(O)c(/C=N/NC(=O)c2ccncc2)c(=O)n(C)c1=S	6	6
Cc1ccc(-n2nc(C)c3c2NC(=O)CSC3c2ccc3c(c2)OCO3)cc1 (configuration not stated)	-267	6
Cc1cccc(N2C(=O)/C(=C/N3CCN(C(=O)c4ccco4)CC3)C(=O)NC2=S)c1	4	1
Cc1cc(=O)[nH]c(SCc2nc3ccccc3c(=O)n2-c2ccccc2C)n1	6	-5
CC1(C)NC(=S)C(C)(C)N1N=O	-6	8
COc1ccc(C(=O)C2CCCN(Cc3ccc(C)s3)C2)c(OC)c1 (configuration not stated)	-19	12
COc1ccccc1Cn1c(SCC#N)nc2cc(C(=O)N3CCC4(CC3)OCCO4)ccc2c1=O	-2	-14
COc1ccc(C2SCC(=O)Nc3c2c(C)nn3C2CCOC(C)(C)C2)cc1 (configuration not stated)	-17	9
O=c1[nH]c(=S)n(Cc2ccco2)c(O)c1C=NCc1cccs1	-18	0
COC(=O)CSC1=NN1c1cc(C)nc(N)n1	5	9
Cc1cccc(CS(=O)(=O)Cc2ccc(C(=O)N3CCC4(CC3)OCCO4)o2)c1	10	4
c1ccc2c(N3CCNCC3)nsc2c1	9	2
Cc1ccsc1C(=O)C1CCCN(Cc2c(C)nn(C(C)C)c2C)C1 (configuration not stated)	-22	12
CCCCSP1(=S)NCCCO1 (configuration not stated)	2	3

# Compound activity deposited in PubChem BioAssay by Sanford-Burnham Center for Chemical Genomics.

# An excerpt (hit frequency here may not be typical).
